Assay outcomes deposited in PubChem by National Center for Advancing Translational Sciences (NCATS).
DT40 TDP1 no CPT: qHTS for Inhibitors of human tyrosyl-DNA phosphodiesterase 1 (TDP1): qHTS in cells in absence of CPT; DT40 Tdp1-/- hTDP1 cells, no CPT, ATP luminescence, 48 h; Potency, µM (doses to about 46.2 µM), for inactives: at the top dose activity change, negative = growth inhibition, most hits filed as inhibitors; 420,000 tested, 15% active; also: nearly all actives have a fitted effect of over 55% in size
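A cellular qHTS used chicken DT40 cells lacking endogenous Tdp1 but carrying stably transfected human TDP1. Compounds were applied without camptothecin, and cell growth kinetics were judged by ATP-dependent luminescence after ≥48 hr.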
TDP1 inh: TDP1 (human) enzyme inhibition; 350,000 tested, 0.28% active; Q9NUW8; recombinant TDP1, AlphaScreen DNA substrate cleavage; Potency, µM (doses to about 130 µM), without a hit: at the highest dose activity change, negative = inhibition, hits mostly inhibitors; also: nearly all actives have a fitted effect of over 40% in size
Target sequence (Q9NUW8 whole entry, looked up): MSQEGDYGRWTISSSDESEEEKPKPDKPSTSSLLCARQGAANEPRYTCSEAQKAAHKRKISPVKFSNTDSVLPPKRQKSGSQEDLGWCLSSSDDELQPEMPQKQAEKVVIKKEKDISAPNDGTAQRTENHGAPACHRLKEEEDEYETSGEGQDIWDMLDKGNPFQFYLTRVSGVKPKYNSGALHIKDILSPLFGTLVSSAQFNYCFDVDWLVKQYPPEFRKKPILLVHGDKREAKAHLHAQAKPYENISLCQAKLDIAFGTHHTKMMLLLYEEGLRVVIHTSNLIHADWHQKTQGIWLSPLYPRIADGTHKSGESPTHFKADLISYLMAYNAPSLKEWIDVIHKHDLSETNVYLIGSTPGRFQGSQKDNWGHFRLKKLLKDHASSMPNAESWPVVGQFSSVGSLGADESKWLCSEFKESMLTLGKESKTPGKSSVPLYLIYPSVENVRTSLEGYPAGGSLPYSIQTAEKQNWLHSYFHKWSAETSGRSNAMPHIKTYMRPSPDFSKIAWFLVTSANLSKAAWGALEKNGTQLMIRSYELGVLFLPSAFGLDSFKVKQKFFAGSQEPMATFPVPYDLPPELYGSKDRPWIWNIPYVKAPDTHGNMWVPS
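Steps: enzyme plus compound, 15 min RT; add biotin/phosphotyrosine-FITC oligonucleotide (15 nM final), react 5 min; add donor/acceptor beads (10 ug/ml final), 10 min; read AlphaScreen. Tdp1 at 1 nM final.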
TDP1 cell CPT: DT40-hTDP1 cell growth loss with CPT. chicken DT40 Tdp1-/-;hTDP1 cells + 20 nM CPT, ATP luminescence, 48 h. Potency, µM (highest dose often 46.2 µM), for inactives: at the top dose activity change, negative = growth inhibition, hits mostly inhibitors. 420,000 tested, 12% active. AID 686979; also: nearly all actives have a fitted effect of over 55% in size
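Cell growth measured by CellTiter-Glo luminescence after a minimum 48 h, 37 C compound exposure with 20 nM CPT in Tdp1-knockout DT40 cells stably expressing hTDP1, seeded 400/well; qHTS titration format.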
Starred values were filed as active, the others as inactive; ? = inconclusive; . = no result given; & = joins results of further samples; [ ] = another dose, or the depositor's remark. Calls follow the shape of the dose curve; as a rule, active = well fitted curve in the direction sought with a large enough effect; inconclusive = small, poorly fitted or top-dose-only effect, or another doubt; inactive = no such curve, though single readings can be large; an effect the other way counts as inactive or inconclusive. % is scaled to controls: 0 for no effect and ±100 for the full control effect; potency is read from the fitted curve at half-maximal effect.

Values run as follows: DT40 TDP1 no CPT | TDP1 inh | TDP1 cell CPT
> CCc1ccc(NC(=O)C2CCN(S(=O)(=O)c3cnc[nH]3)CC2)cc1
    -2.4% | 1.9% | -8.9%
> CCOC(=O)CC(=O)CSc1nc2sc(C)cc2c(=O)n1Cc1ccco1
    23.1µM* | -6.8% | 16.4µM*
> C[C@@H]1CN([C@H](C)CO)C(=O)Cc2cc(NS(=O)(=O)c3ccc(F)cc3)ccc2O[C@H]1CN(C)Cc1ccc(C(=O)O)cc1
    -29.3% | 0.8% | -23.8%
> O=C(O)C1CCC(N2C(=O)c3cccc([N+](=O)[O-])c3C2=O)CC1 (stereo not given)
    5.3% | 6.2% | -3.1%
> Cc1cc(C)c(S(=O)(=O)N(C)CC(=O)NC2CCCC2)c(C)c1
    -14.3% | 1.1% | ?
> COc1ccc(CCN(C)C/C=C/c2ccccc2)cc1OC
    -3.9% | . | -26.6%
> O=C1CCC[C@@H]2C[C@@]3(C[C@@H]4CCN1[C@H]24)Nc1cc(Cl)ccc1NC3=NC1CCCCC1
    ? | . | ?
> Cc1cc2c(cc1S(=O)(=O)N(C)Cc1ccccc1)OCC(=O)N2
    -26.5% | . | 6.5%
> Cc1ccc(S(=O)(=O)N(C)C)cc1NC(=S)N1CCN(Cc2ccc3c(c2)OCO3)CC1
    16.4µM* | 10.7% | 14.6µM*
> Cc1ccc(S(=O)Cc2ccc(C(=O)NC3CCCCCC3)o2)cc1 (stereo not given)
    16.4µM* | 2.3% | ?
> NC(=O)/C(=C\c1ccccc1)NC(=O)c1ccc(NC(=O)c2ccccc2)cc1
    -3.2% | 7.1% | 1.8%
> O=C(CC1C(=O)NCCN1Cc1ccc(-c2ccccc2)cc1)NCCCn1cccn1 (stereo not given)
    -23.6% | 3.6% | -28.8%
> COC(=O)[C@H](CCSC)NC(=O)Cn1ccc(N)nc1=O
    -5.3% | 2.1% | 0.2%
> O=C(CN1C(=O)c2ccccc2C1=O)NCc1ccc(C(=O)O)cc1
    -16.5% | . | 0.6%
> Cc1ccc(CN2CCSCC2)c(C)c1
    -11.7% | -3.8% | 9.2%
> COc1cccc(-c2cncnc2NCc2ccccc2OC)c1
    ? | . | ?
> Cc1ccc(C(=O)Nc2ccc3c4c(cccc24)CC3)cc1[N+](=O)[O-]
    ? | -2.6% | ?
> COc1cc(CC(=O)OCc2cccc([N+](=O)[O-])c2)cc(OC)c1OC
    ? | 10.6% | 0.1%
> Cc1ccc(NC(CC(=O)c2ccccc2)C(=O)O)cc1Cl (stereo not given)
    -22.8% | 5.0% | ?
> CC1Cc2ccccc2N1C(=O)c1ccc(Br)o1 (stereo not given)
    -12.7% | . | -16.3%
> CSc1nc2sc3c(c2c(=O)n1C1CCCCC1)CCN(C)C3
    ? | 1.0% | -8.8%
> CCCCCCCCCCCC[n+]1ccc(C)c2ccccc21
    2µM* | . | 2µM*
> Cc1cc(C)n(CC(=O)N/N=C/c2c[nH]c3ccccc23)n1
    1.4% | 1.4% | -17.6%
> CCOC(=O)c1c(NC(=O)CNCCOC)sc2c1CCCC2
    11.6µM* | 2.4% | ?
> CCOc1ccc(NS(=O)(=O)c2ccc(NC(=S)NC(C)=O)cc2)cc1
    23.1µM* | 0.0% | 23.1µM*
> COc1ccc(NC(=O)Nc2ccc(C(=O)N3CCOCC3)cc2)cc1
    -5.7% | 1.1% | -2.7%
> CCN(CC)CCCNc1nc(-n2nc(C)cc2C)nc2sc3c(c12)CC(C)(C)OC3
    ? | 4.2% | ?
> COC(=O)c1cc(=O)n(Cc2ccc(OC)cc2)c(=NCc2ccc(OC)cc2)s1
    -22.7% | 0.0% | -5.7%
> Cc1cccc(N2C(=O)C3CCC(c4ccccc4)CC3C2=O)c1 (stereo not given)
    0.6% | 5.3% | 10.5%
> CCn1c(=O)c2cc(C(=O)Nc3cccc(C(F)(F)F)c3)sc2c2ccccc21
    9.2µM* | 2.3% | 7.31µM*

Among those listed so far, 3 contain a nitro group on carbon.
Values run as follows: DT40 TDP1 no CPT | TDP1 inh | TDP1 cell CPT
> O=C(O)C1CCC(N2C(=O)c3cccc([N+](=O)[O-])c3C2=O)CC1 (stereo not given)
    5.3% | 6.2% | -3.1%
> Cc1ccc(C(=O)Nc2ccc3c4c(cccc24)CC3)cc1[N+](=O)[O-]
    ? | -2.6% | ?
> COc1cc(CC(=O)OCc2cccc([N+](=O)[O-])c2)cc(OC)c1OC
    ? | 10.6% | 0.1%

Reprinted at random: 6 compounds from above.
Values run as follows: DT40 TDP1 no CPT | TDP1 inh | TDP1 cell CPT
> Cc1cccc(N2C(=O)C3CCC(c4ccccc4)CC3C2=O)c1 (stereo not given)
    0.6% | 5.3% | 10.5%
> Cc1ccc(S(=O)Cc2ccc(C(=O)NC3CCCCCC3)o2)cc1 (stereo not given)
    16.4µM* | 2.3% | ?
> CCOC(=O)c1c(NC(=O)CNCCOC)sc2c1CCCC2
    11.6µM* | 2.4% | ?
> COC(=O)c1cc(=O)n(Cc2ccc(OC)cc2)c(=NCc2ccc(OC)cc2)s1
    -22.7% | 0.0% | -5.7%
> CC1Cc2ccccc2N1C(=O)c1ccc(Br)o1 (stereo not given)
    -12.7% | . | -16.3%
> COc1ccc(NC(=O)Nc2ccc(C(=O)N3CCOCC3)cc2)cc1
    -5.7% | 1.1% | -2.7%

Part of the list above in order of length of the SMILES, ascending:
Values run as follows: DT40 TDP1 no CPT | TDP1 inh | TDP1 cell CPT
> CCCCCCCCCCCC[n+]1ccc(C)c2ccccc21
    2µM* | . | 2µM*
> NC(=O)/C(=C\c1ccccc1)NC(=O)c1ccc(NC(=O)c2ccccc2)cc1
    -3.2% | 7.1% | 1.8%
> O=C1CCC[C@@H]2C[C@@]3(C[C@@H]4CCN1[C@H]24)Nc1cc(Cl)ccc1NC3=NC1CCCCC1
    ? | . | ?

Continuation:
Values run as follows: DT40 TDP1 no CPT | TDP1 inh | TDP1 cell CPT
> CC1(C(=O)NS(=O)(=O)c2cccs2)CCN1C(=O)C1(c2ccc(Cl)cc2)CCC1 (stereo not given)
    -1.9% | . | 5.4%
> Cc1cc(Cl)cc(C)c1OCCNCc1ccccc1
    20.6µM* | . | ?
> COc1ccc(NC(=O)Cn2ccn(Cc3ccccc3)c(=O)c2=O)cc1Cl
    30.8%[activator] | -3.9% | -18.5%
> CCOC(=O)N1CCN(C(=O)COC(=O)c2cc(C)ccc2C)CC1
    -12.1% | -0.3% | -0.4%
> CC(=O)c1cc2c(cc1NS(=O)(=O)c1ccc3c(c1)OCCO3)OCO2
    -18.3% | 2.9% | -21.8%
> Cc1cc2ncn(C(=O)c3ccc(F)cc3)c2cc1C
    -24.2% | . | 4.7%
> NC(=O)C1CCN(CC(=O)NC(=O)NC2CCCC2)CC1
    10.5% | 0.0% | 19.0%
> Cc1oc2c(c1C(=O)NCCCC(=O)O)CCCC2
    15.1% | -7.6% | -5.9%
> Cn1ncc(Br)c1C(=O)NC1CCCCC1
    -11.5% | 3.1% | -25.6%
> CCCC(=O)N1CCC1(C)C(=O)NS(=O)(=O)c1cccs1 (stereo not given)
    0.4% | . | 6.2%
> COc1cccc(C(=O)N2CCC(C(=O)NCc3ccco3)CC2)c1
    -2.7% | -7.3% | 16.9%
> CCNC(=S)NN(c1ccccc1)c1ccccc1
    -7.3% | -3.4% | -11.3%
> Cc1ccc(C(=O)NNC(=O)CCN2C(=O)C3CCCCC3C2=O)cc1 (stereo not given)
    -1.4% | 7.0% | 11.0%
> O=C(Oc1cccc2cccnc12)c1ccco1
    20.6µM* | 5.9%[56.1 µM] | ?
> O=C(NCc1cccnc1)C1c2ccccc2C(=O)N1C1CCCCCC1 (stereo not given)
    -14.5% | -3.8% | -10.2%
> O=[N+]([O-])/C(C(Cl)=C(Cl)Cl)=C1\Nc2ccccc2O1
    -16.7% | 4.8% | 7.1%
> Cc1ccc(-n2ncc(C(=O)NCCN3CCN(C)CC3)c2C2CCN(C(=O)OC(C)(C)C)CC2)cc1
    ? | 5.3% | ?
> N=c1scc(-c2ccccc2)n1/N=C/c1ccco1
    ? | 4.1% | -5.9%
> NC(=O)c1c(NC(=O)C(=O)NCCCN2CCOCC2)sc2c1CCCC2
    0.8% | 2.7% | -6.5%
> Cc1ccccc1-c1ccc(=O)n(CC(=O)Nc2ccc(S(=O)(=O)N(C)C)cc2)n1
    -2.1% | 2.5% | -10.9%
> Cc1cc(SCC#N)nc2ccccc12
    1.5% | 4.9% | 5.7%
> COc1cccc(CNC(=O)CN2N=C(c3ccc(C)cc3)CCC2=O)c1
    -20.2% | 5.2% | -16.4%
> CNC(=O)CCc1ccc(OC)cc1
    -6.2% | . | 3.5%
> NS(=O)(=O)c1ccc(N2C(=O)CCCC2=O)cc1
    11.9% | . | -1.8%
> CN1C(C)(C)CCCC1(C)C
    6.8%&-7.4% | 5.2%[56.1 µM] | ?
> C=CCOc1ccc(CN(C)c2ccc(S(=O)(=O)N3CCN(C)CC3)cc2[N+](=O)[O-])cc1
    ? | 7.6%[56.1 µM] | ?
> Cc1cccc(-n2ncc3c(NNC(=O)c4ccco4)ncnc32)c1
    14.4% | 4.5% | 10.9%
> Cn1cnc(S(=O)(=O)N2CCC(C(=O)NCc3ccc(Cl)cc3)CC2)c1
    ? | -3.8% | 1.4%
> CN(CC(=O)NCc1cccnc1)S(=O)(=O)c1ccc2c(c1)c(=O)n(C)c(=O)n2C
    1.8% | 7.8% | -4.8%
> COc1ccc(N2CCN(C(=O)c3cc4ccccc4o3)CC2)cc1
    -22.2% | . | -23.4%

Full records, looked up by structure. Screens in order: DT40 TDP1 no CPT	TDP1 inh	TDP1 cell CPT
COc1cccc(CNC(=O)CN2N=C(c3ccc(C)cc3)CCC2=O)c1 in the list: -20.2%	5.2%	-16.4%
C=CCOc1ccc(CN(C)c2ccc(S(=O)(=O)N3CCN(C)CC3)cc2[N+](=O)[O-])cc1 in the list: ?	7.6%[56.1 µM]	?

Additional structures follow.
Values run as follows: DT40 TDP1 no CPT | TDP1 inh | TDP1 cell CPT
> COc1ccc(OC)c(NC(=O)CCc2nnc3ccc(NCc4ccco4)nn23)c1
    ? | -11.6% | 6.6%
> CCCNc1nc(NCC)nc(OC)n1
    4.8% | 3.8% | 3.8%
> CN(c1ccccc1)S(=O)(=O)c1cccc(NC(=O)CC(C)(C)C)c1
    14.6µM* | 1.8% | 16.4µM*
> Cn1c(CNC(=O)c2ccco2)nnc1SCC(=O)N1CCN(c2ccccc2F)CC1
    -8.4% | . | 18.4%
> CCOC(=O)C1=C(C)OC(N)=C(C#N)C1c1ccc(OC)c(CSc2ccccn2)c1 (stereo not given)
    ? | 8.1% | ?
> CC(=O)c1ccc(NC(=O)CCc2nnc3ccc(N4CCC5(CC4)OCCO5)nn23)cc1
    1.0% | 4.9% | -10.5%
> Cc1ccc(NCCC(=O)c2ccccc2)cc1Cl
    14.6µM* | 5.8% | 10.3µM*
> Cc1ccc(S(=O)(=O)N2CCCC(C(=O)NCCCN3CCCCC3C)C2)cc1 (stereo not given)
    -8.8% | 2.0% | -15.9%
> CC(C)[C@H](N)c1cn([C@@H](CO)C(=O)N2CCNCC2)nn1
    -8.5% | -6.3% | ?
> COc1ccc([N+](=O)[O-])cc1NC(=O)Nc1ccc(OC)c(OC)c1
    ? | 5.1% | ?
> O=C1N/C(=C\c2ccccc2)c2ccccc21
    23.1µM* | -1.1% | 20.6µM*
> Cn1ccnc1C(=O)c1ccc(NN)c([N+](=O)[O-])c1
    19.5% | 11.0% | 17.1%
> Cc1cc(N2C(=O)C(O)=C(C(=O)c3ccc(C)o3)C2c2ccc(OCc3ccccc3)cc2)no1 (stereo not given)
    ? | 5.7% | ?
> O=C(COC(=O)c1c(Cl)cccc1Cl)Nc1ccccc1Br
    ? | ? | -7.4%
> CCc1nccn1S(=O)(=O)c1ccc(Br)cc1Br
    -17.0% | -1.0% | -5.7%
> NCC(=O)NNC(=O)OCC1c2ccccc2-c2ccccc21
    -4.2% | . | -18.1%
> COc1cc(C(=O)N2CCCCC2c2cc(C(=O)Nc3ccccc3Cl)no2)cc(OC)c1C (stereo not given)
    18.4µM* | . | ?
> CCOc1ccccc1Nc1nc2ccccc2[nH]1
    ? | 5.5% | ?
> O=C(CSc1ccc(-c2ccccn2)nn1)Nc1ccc(F)c(F)c1
    20.6µM* | 2.0%&5.1% | 20.6µM*
> Cc1cc(-c2ccccc2)nc(N2CCC(C(=O)NC(C)C)CC2)n1
    -20.0% | 2.0% | -28.4%
> COc1ccc(Cl)cc1C(=O)NNC(=S)NC1CCCCC1
    ? | . | -9.0%
> COc1ccc(-n2c(N)c(C(=O)Nc3c(C)n(C)n(-c4ccccc4)c3=O)c3nc4ccccc4nc32)cc1
    ? | 0.0% | -23.0%
> Cc1cc2nc(-c3cccc(Cl)c3)c(Cc3ccccc3)n2c(C)c1Br
    ? | . | ?
